Bioassay records as filed in PubChem BioAssay.
MEKK3 PB1 HTS – MEKK3-MEK5 PB1 interaction, increase or decrease | Q99759 | bead-based flow cytometry, Alexa488-MEK5 binding to MEKK3; actives lie on both sides; 0 = blocked by unlabeled MEK5, 100 = vehicle | binding response (% of control), % at 10 µM | 290,000 tested, 1.4% active | AID 1529;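 active = binding response more than 3 SD above or below the average of its plate-row segment, actives on both sides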;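 note: Alexa488 bead fluorescence after subtracting the streptavidin-only scavenger bead signal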
GalR3 antagonist – antagonists of human GalR3; 360,000 tested, 0.44% active; O60755; inhibition, % at 3 µM; HEK293 GalR3-CNG cAMP membrane potential fluorescence; galR3 body fused to GalR1 C-terminus;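 active = inhibition above the screen-wide average plus 3 SD, cut at about 13% in these data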;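 note: forskolin and galanin both at EC90 stimulate the cells; cAMP rise reported by CNG channel membrane potential dye signal; 0% = forskolin plus galanin with DMSO and 100% = forskolin alone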
Target sequence (O60755 1-299 limits assumed): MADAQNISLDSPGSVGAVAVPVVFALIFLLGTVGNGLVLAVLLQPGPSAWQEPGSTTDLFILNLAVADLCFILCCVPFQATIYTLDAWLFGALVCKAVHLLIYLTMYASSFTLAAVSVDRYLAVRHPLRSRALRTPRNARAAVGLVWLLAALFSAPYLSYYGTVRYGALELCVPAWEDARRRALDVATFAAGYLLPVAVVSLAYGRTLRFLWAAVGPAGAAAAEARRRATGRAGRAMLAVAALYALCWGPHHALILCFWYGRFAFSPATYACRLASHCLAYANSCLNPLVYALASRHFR
CRFR2-BP ag – agonists of human CRF-binding protein/CRF-R2 receptor complex; AID 588473; activation, % at 13.2 µM; 350,000 tested, 0.46% active; HEK293 CRF-R2/CRF-BP, calcium dye fluorescence (FLIPR); percent of saturating CRF peptide response;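 active = activation of at least 50%, plus an integration ratio under a set limit after plate pattern correction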;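 note: plate controls were neutral control wells without compound for no effect and CRF at EC100 for full effect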
p-CIP stab down – p/CIP protein destabilization; Q05BA5; F442A p/CIP-EGFP cells, EGFP fluorescence, 16 h; decrease of EGFP signal, % at 10 µM; 290,000 tested, 0.01% active;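 active = EGFP signal decrease of at least 30% at 10 µM or well 3 SD below plate mean, unless failing retest; inactive = the rest, including hits failing retest or dose response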; note: some compounds called inactive have numbers as strong as hits; many of its hits are not listed in these tables
IDE inh – inhibitors of human insulin-degrading enzyme in cells; P14735; 320,000 tested, 0.41% active; AID 434962; HEK cells, FAbetaB cleavage, fluorescence polarization; inhibition, % at 5.59 µM;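 active = percent inhibition above the average of all tested compounds plus 3 SD, set per screening campaign, cut at about 16% in these data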;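 note: IDE supplied by intact live HEK cells; FP after avidin binding of uncleaved biotin substrate so inhibition keeps polarization high; 0% = DMSO wells and 100% = 60 µM reference IDE inhibitor Ii1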
PHOSPHO1 inh – blocks human PHOSPHO1 phosphatase activity. Q8TCT1. recombinant PHOSPHO1, absorbance phosphatase assay. inhibition, % at 13.3 µM. 290,000 tested, 1.1% active; in the data active = inhibition above about 60%
Target sequence (Q8TCT1 whole entry, looked up): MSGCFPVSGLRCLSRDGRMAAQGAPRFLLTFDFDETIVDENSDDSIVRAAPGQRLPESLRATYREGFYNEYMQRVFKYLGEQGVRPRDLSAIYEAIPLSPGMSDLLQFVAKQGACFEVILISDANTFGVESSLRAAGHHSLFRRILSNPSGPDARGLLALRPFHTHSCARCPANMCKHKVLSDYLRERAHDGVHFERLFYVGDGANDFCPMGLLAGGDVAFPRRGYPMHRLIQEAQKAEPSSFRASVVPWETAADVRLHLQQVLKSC
M4 PAM – potentiates acetylcholine response at human M4 receptor; 360,000 tested, 0.4% active; activation, % at 3 µM; CHO-K1 hM4/Gqi5, Fluo-8 calcium fluorescence, ACh EC20; 0% = ACh EC20, 100% = maximal ACh;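 active = activation above its plate's cutoff, the mean activation of sample wells plus 3 SD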; note: some results filed as inactive read as strong as hits
Target sequence (P08173 whole entry, looked up): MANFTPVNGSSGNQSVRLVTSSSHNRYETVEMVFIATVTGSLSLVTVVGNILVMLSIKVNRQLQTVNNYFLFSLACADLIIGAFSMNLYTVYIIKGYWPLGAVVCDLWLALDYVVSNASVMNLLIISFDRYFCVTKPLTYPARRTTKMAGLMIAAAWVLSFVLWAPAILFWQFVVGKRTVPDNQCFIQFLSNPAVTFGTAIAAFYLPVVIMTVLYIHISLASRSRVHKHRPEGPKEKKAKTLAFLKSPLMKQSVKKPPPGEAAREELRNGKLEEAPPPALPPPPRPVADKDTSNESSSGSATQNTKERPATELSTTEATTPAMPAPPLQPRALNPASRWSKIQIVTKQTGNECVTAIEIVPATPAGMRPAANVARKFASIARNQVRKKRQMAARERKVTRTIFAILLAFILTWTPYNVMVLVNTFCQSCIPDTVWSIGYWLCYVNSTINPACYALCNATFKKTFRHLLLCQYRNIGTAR
IDE cell activ – IDE (human) activation, cell-based; activation, % at 5.96 µM; HEK cells, FAbeta-B cleavage, fluorescence polarization; 0% vehicle, 100% cell-free pure enzyme wells; P14735; 340,000 tested, 0.073% active;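 active = activation above the mean of all tested compounds plus 3 SD, set per screening campaign, cut at about 17% in these data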
CRFR2-BP antag – CRF-BP/CRF-R2 complex antagonism; AID 588475; HEK293 CRF-R2/CRF-BP, CRF-induced calcium fluorescence; 350,000 tested, 0.59% active; inhibition, % at 11.8 µM;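 active = inhibition of the ligand-induced calcium signal above about 50% at the single tested concentration, limit read from the data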
An asterisk follows results filed as active; nt = no result given; [ ] = remark or other dose.

SMILES | MEKK3 PB1 HTS | GalR3 antagonist | CRFR2-BP ag | p-CIP stab down | IDE inh | PHOSPHO1 inh | M4 PAM | IDE cell activ | CRFR2-BP antag
C#CCOCCOCCOCCNc1nc(N2CCN(C(=O)C([C@@H](C)CC)n3cc(C(N)Cc4ccc(O)cc4)nn3)CC2)nc(N2CCN(C(=O)[C@H](CCC(=O)O)n3cc(C(N)CO)nn3)CC2)n1 (some centres undefined) | 106 | nt | 0.0 | -1 | 0 | 24 | 0 | 7 | 5
O=C(NCc1ccccc1)N[C@@H](Cc1c[nH]c2ccccc12)C(=O)O | 105 | -3 | -2.5 | -14 | -1 | 10 | 3 | 2 | 19
CN(C(=O)c1cccc(NC(=O)Cc2ccc(NC(=O)C3CCCN(C(=O)CCc4ccccc4)C3)cc2)c1)C1CCC1 (centres undefined) | nt | -3 | 0.8 | nt | nt | nt | 2 | 5 | 2
COc1ccc(NC(=O)CSc2nccc(C)n2)cc1 | nt | -2 | 0.2 | -4 | 3 | -11 | 10 | -1 | 4
Cc1ccc(/C=N/NC(=O)NC2CCCCC2)o1 | 95 | -2 | 1.8 | 4 | 6 | 53 | -6 | 3 | 1
CC(C)c1nnc(NC(=O)c2cccnc2)s1 | 103 | -1 | 0.4 | -25 | 3 | 29 | 4 | 4 | -14
CS(=O)(=O)N1CCCC(C(=O)Nc2cccc(F)c2)C1 (centres undefined) | 103 | -10 | 0.7 | -6 | -3 | nt | -1 | 6 | 21
COc1cc(C(=O)N2CCN(S(=O)(=O)c3ccc(C)cc3C)CC2)ccc1OCC(=O)N1CCOCC1 | nt | 1 | -0.7 | nt | 1 | nt | 3 | -2 | 4
Cc1ccccc1NC1=NC(=S)N(CC(N)=O)C12CCOC(C)(C)C2 (centres undefined) | 47*[inhibitor] | -7 | 0.0 | 1 | 13 | 37 | 0 | 6 | 0
COc1cc(/C=C2\SC(N3CCCCC3)=NC2=O)cc(OC)c1OC | 94 | -9 | 0.4 | -4 | -2 | -7 | -7 | 0 | 6
N#Cc1ccc(-c2nc3ccc(Br)cn3c2Cc2ccccc2)cc1 | nt | -5 | 3.8 | nt | nt | nt | -2 | nt | -10
Cc1ccc(S(=O)(=O)C/N=C(/NC(=S)N(c2ccccc2)c2ccccc2)c2ccccc2)cc1 | 108 | -3 | -2.1 | 6 | -5 | 66* | 0 | -8 | 0
O=C(c1c[nH]c2ccc(S(=O)(=O)N3CCOCC3)cc2c1=O)N1CCN(c2ccccn2)CC1 | 105 | 1 | -0.7 | -8 | nt | 7 | 11 | -3 | 23
C[C@H](NC(=O)[C@H]1N2C(=O)c3ccccc3C2SC1(C)C)C(=O)N1CCCCC1 (some centres undefined) | 102 | -6 | -0.3 | -1 | 1 | 53 | -1 | 4 | 5
O=C(CN1C(=O)CC(c2ccccc2)S(=O)(=O)c2ccccc21)N1CCOCC1 (centres undefined) | 96 | nt | nt | 7 | -12 | 18 | nt | nt | nt
S=c1[nH]nc(CSCCOc2ccc(Cl)cc2Cl)o1 | 95 | -6 | -2.4 | -3 | 0 | -2 | -40 | -4 | -8
CC1=C(C#N)C(Nc2ccc(Cl)cn2)(C(F)(F)F)C(=O)N1 (centres undefined) | 100 | -4 | -0.3 | -8 | 1 | 22 | 11 | 4 | -3
Cc1ccc(-n2nc3c(N4CCC(C(=O)NCCc5cccs5)CC4)nnc(C)c3c2C)cc1 | 97 | -12 | -0.8 | -1 | 5 | 18 | -4 | 2 | 12
CCCCC(=O)OCc1nc2ccccc2s1 | 54 | 2 | -0.1 | 0 | 3 | 36 | 2 | 5 | -7
CC1(c2ccc3c(c2)OCCCO3)NC(=O)N(CC(=O)NCCc2ccccc2)C1=O (centres undefined) | nt | -7 | -3.6 | nt | -5 | nt | 6 | -3 | 2
O=C(CN(Cc1ccccc1)C(=O)c1cccc([N+](=O)[O-])c1)Nc1c(Cl)cc(Cl)cc1Cl | 98 | -3 | -0.2 | -11 | -3 | -66 | 11 | 2 | -7
N#CCCN(C1CCCCC1)S(=O)(=O)c1cccc2nsnc12 | 102 | -4 | -1.1 | -18 | -3 | -11 | 1 | -1 | 6
C/C(=N/NS(=O)(=O)c1ccc(CC(C)C)cc1)c1ccncc1 | 102 | -3 | -0.8 | -22 | -4 | 22 | -1 | 1 | -11
CCOc1ccc(S(=O)(=O)N2CCCCC2)cc1NC(=O)Cc1cccc(C(F)(F)F)c1 | nt | 0 | 0.8 | nt | 4 | nt | -1 | 2 | -4
Cc1ccccc1CNC(=O)COc1ccccc1 | 103 | -2 | 0.6 | -2 | 4 | 3 | -6 | 3 | -8
C=CC[C@@H](Cc1ccc(F)cc1)C(=O)OC[C@H]1CCCN1C(=O)[C@@H](CC=C)CC(=O)N[C@H](CO)Cc1ccccc1 | nt | -8 | -2.5 | nt | 1 | nt | -12 | 6 | -9
CS(=O)(=O)NN1C(=O)c2ccccc2NC1c1cccs1 (centres undefined) | 102 | 0 | -0.4 | 5 | -3 | -16 | 11 | -6 | -17
O=C(c1ccoc1)N1CCN(c2cc(-c3ccccc3)nc3cc(-c4ccc(Br)cc4)nn23)CC1 | nt | -6 | 1.8 | nt | nt | nt | 0 | nt | -17
O=C(Nc1ccccc1)Nc1ccc(Nc2ccccc2)cc1 | nt | -5 | 1.5 | nt | 6 | nt | -9 | nt | 18
Cc1ccn2c(=O)nc(SCC(=O)NCc3ccc4c(c3)OCO4)nc2c1 | nt | 2 | -1.1 | nt | 6 | nt | 0 | -2 | 2
Cc1nn(CC(=O)N2CCN(Cc3ccccc3)CC2)c(=O)c2ccccc12 | 102 | -3 | 1.0 | -11 | 4 | -27 | 11 | -1 | 22
Cc1cc(C)n(CC(C)NC(=O)c2cc(COc3c(F)cccc3F)on2)n1 (centres undefined) | 104 | -6 | -7.0 | 1 | -3 | 18 | 4 | -2 | -14
O=C(NN=Cc1cc([N+](=O)[O-])ccc1O)c1cccc2ccccc12 | nt | -9 | -3.6 | nt | nt | nt | 1 | 7 | 33
CC[N+](CC)(CC#Cc1ccccc1)CC(=O)c1ccc(Cl)cc1 | 96 | -2 | 2.7 | -7 | -1 | -2 | -8 | 6 | -4
Cn1c(SCC(=O)NC2CCCC2)nnc1-c1ccco1 | 102 | -5 | -0.2 | -24 | 1 | 26 | 4 | 0 | 1
COc1cc(/C=C(\C#N)C(=O)Nc2ccccn2)ccc1O | 95 | -6 | 19 | 4 | 4 | 6 | 0 | -18 | -15
C=CCN1C(=O)C(O)(CC(=O)c2ccc(OC)cc2OC)c2cc(Br)ccc21 (centres undefined) | 113 | -3 | 2.2 | -1 | 0 | 18 | 1 | -3 | -6
Cc1ccccc1C(=O)N1CCC(C(=O)N(C)CC(=O)Nc2cccc(F)c2)CC1 | 101 | 2 | 0.1 | 10 | -1 | 10 | 10 | 4 | -1
Cc1ccc(-c2csc(NC(=S)NC(=O)c3cccs3)n2)cc1 | 104 | 0 | 0.6 | -7 | 3 | 7 | -1 | 0 | 12
CCN(CC)C1=CC(=O)OC12CCCCC2 | 107 | -5 | 0.9 | -4 | 2 | -9 | 6 | -9 | -2

Record cards (already shown). Order of screens: MEKK3 PB1 HTS | GalR3 antagonist | CRFR2-BP ag | p-CIP stab down | IDE inh | PHOSPHO1 inh | M4 PAM | IDE cell activ | CRFR2-BP antag
Results for CCCCC(=O)OCc1nc2ccccc2s1 → 54 | 2 | -0.1 | 0 | 3 | 36 | 2 | 5 | -7
Results for Cn1c(SCC(=O)NC2CCCC2)nnc1-c1ccco1 → 102 | -5 | -0.2 | -24 | 1 | 26 | 4 | 0 | 1
Results for Cc1ccccc1CNC(=O)COc1ccccc1 → 103 | -2 | 0.6 | -2 | 4 | 3 | -6 | 3 | -8
Results for C=CC[C@@H](Cc1ccc(F)cc1)C(=O)OC[C@H]1CCCN1C(=O)[C@@H](CC=C)CC(=O)N[C@H](CO)Cc1ccccc1 → nt | -8 | -2.5 | nt | 1 | nt | -12 | 6 | -9
Results for O=C(NCc1ccccc1)N[C@@H](Cc1c[nH]c2ccccc12)C(=O)O → 105 | -3 | -2.5 | -14 | -1 | 10 | 3 | 2 | 19

Further structures
SMILES | MEKK3 PB1 HTS | GalR3 antagonist | CRFR2-BP ag | p-CIP stab down | IDE inh | PHOSPHO1 inh | M4 PAM | IDE cell activ | CRFR2-BP antag
CC[C@@]1(C(=O)OC)N[C@H](CN(C)C(=O)Nc2ccc(C)cc2)[C@@H]2C(=O)N(Cc3ccccc3)C(=O)[C@@H]21 | nt | 0 | -2.5 | nt | -2 | nt | 8 | -2 | -8
Cc1ccc(S(=O)(=O)Nc2cccc(C(=O)NCC(C)(C)N3CCOCC3)c2)cc1F | nt | -2 | -0.3 | nt | -3 | nt | 10 | 3 | -4
CN(Cc1ccccc1)S(=O)(=O)c1ccc(OCC(=O)N2CCOCC2)cc1 | 100 | -3 | -0.3 | -5 | -3 | 26 | 4 | 4 | -15
CCC(=O)c1ccc(OCC(=O)OCC(=O)N2CCc3ccccc32)cc1 | nt | -3 | -0.2 | nt | 2 | nt | -3 | -1 | -10
COc1cc(NC(=O)c2n[nH]c(=O)c3ccccc23)cc(OC)c1 | 95 | -5 | 1.0 | -14 | -11 | 48 | -2 | -4 | 11
Nc1nonc1-n1nnc(C(=O)N/N=C/c2ccccc2Cl)c1CN1CCOCC1 | 98 | 2 | -0.7 | 10 | 6 | 18 | 16* | 6 | 13
Cc1cccc(NC(=O)C2Cc3ccccc3O/C2=N\O)c1 (centres undefined) | 105 | -15 | -4.3 | -7 | nt | 37 | -2 | 5 | -11
O=C(C1=C[C@H](c2ccc(C(F)(F)F)cc2)C[C@H](OCCCCO)O1)N1CCOCC1 | 82*[inhibitor] | -7 | 4.0 | -5 | 0 | 44 | 0 | 0 | 6
Cc1noc(C)c1S(=O)(=O)N1CCCC(C(=O)NC2CCCCC2)C1 (centres undefined) | 97 | -2 | 0.8 | 12 | 5 | 2 | 1 | 4 | 8
Cc1cccc2cc(CN(Cc3cccs3)Cc3nnnn3Cc3ccccc3)c(=O)[nH]c12 | 101 | 4 | -0.6 | 1 | 2 | 28 | -2 | -2 | -17
COc1ccc(-n2ncc3c(N4CCc5ccccc54)ncnc32)cc1 | 92 | -5 | 0.6 | -3 | -1 | -7 | 13 | -1 | 22
CCCCN(C(=S)Nc1cccc(C)c1C)c1c(N)n(CCC)c(=O)[nH]c1=O | 107 | -7 | 2.2 | -11 | 1 | 28 | 23 | -1 | -8
Cc1ncn2cc(-c3ccc(Cl)cc3Cl)[nH]c(=O)c12 | 95 | -2 | -0.3 | -27 | 5 | 20 | -2 | 5 | -18
CC(=O)Nc1csc2ccccc12 | 99 | -3 | -1.4 | -13 | 4 | 19 | 9 | -2 | 10
Cc1ccc(CS(=O)Cc2ccc(C(=O)NCC(C)c3ccccc3)o2)cc1 (centres undefined) | 104 | -8 | -0.4 | -8 | 6 | 53 | -1 | -14 | 11

Records listed so far shown as hits in MEKK3 PB1 HTS.
SMILES | MEKK3 PB1 HTS | GalR3 antagonist | CRFR2-BP ag | p-CIP stab down | IDE inh | PHOSPHO1 inh | M4 PAM | IDE cell activ | CRFR2-BP antag
Cc1ccccc1NC1=NC(=S)N(CC(N)=O)C12CCOC(C)(C)C2 (centres undefined) | 47*[inhibitor] | -7 | 0.0 | 1 | 13 | 37 | 0 | 6 | 0
O=C(C1=C[C@H](c2ccc(C(F)(F)F)cc2)C[C@H](OCCCCO)O1)N1CCOCC1 | 82*[inhibitor] | -7 | 4.0 | -5 | 0 | 44 | 0 | 0 | 6
